D1 ag: activates the human D1 dopamine receptor; HEK293 T-REx D1 cells, calcium flux, agonist mode; activation, % at 2 µM; 360,000 tested, 1% active; AID 504660; in the data active means activation above about 30%; further: 0% is about no effect
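Agonism was scored from calcium flux recorded over 180 s (1 read/s) after pintool compound addition, following a 10-cycle baseline. Cells were inducible force-coupled HEK293 TREx D1, plated overnight at 30 C and loaded with no-wash calcium dye.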
TRHR PAM: allosteric enhancers of human TRH receptor; AID 493056; enhancement, % at 2 µM; TRHR cells, fluo-8 calcium fluorescence, EC20 TRH enhancement; 360,000 tested, 0.66% active; P34981; in the data active means enhancement above about 30%; further: 0% is about no effect
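Enhancer read-out: after compound pinning and an initial kinetic agonist-mode read, an EC20 of TRH (10 nM final) was injected and fluo-8 calcium signal (Ex 480/Em 530) followed at 1 s/cycle for 100 cycles in TRHR-expressing cells.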
D2 antagonist: antagonizes the human D2 dopamine receptor; AID 485344; P14416; 340,000 tested, 2% active; inhibition, % at 10 µM; HEK293 TREx D2 cells, calcium flux, dopamine EC80; in the data active means inhibition above about 30%; further: 0% is about no effect
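Inhibition of EC80 dopamine-driven calcium flux, recorded kinetically, defines activity here; cells are a tetracycline-induced HEK293 T-REx line expressing force-coupled D2.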
D2 PAM: positively modulates the human D2 dopamine receptor allosterically | P14416 | HEK293 T-REx D2, calcium flux, EC20 dopamine potentiation | potentiation, % at 10 µM | 340,000 tested, 0.34% active;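 active means potentiation over 3 SD above the plate norm, cut at about 30% in these data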; further: 0% is about no effect
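Using a no-wash calcium dye in inducible, force-coupled HEK293 Trex cells expressing D2, we tracked fluorescence each second for 180 s after compound, then for 180 s after EC20 dopamine to detect augmented signalling.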
RXFP1 ag: activates the human relaxin receptor RXFP1; AID 2676; HEK293T-RXFP1 cAMP TR-FRET, 30 min; response scale: percent of porcine relaxin response, buffer zero; Potency, µM (top dose mostly 57.5 µM), without a hit: top-dose activation, usual class: activators; Q9HBX9; 370,000 tested, 0.3% active; active means well fitted activation curve with a large enough effect; further: potency means the concentration at half of the fitted maximal effect; on the % scale 0 is the no-effect control and ±100 the full control effect; nearly all actives have a fitted effect of over 60% in size; many of its hits are not listed in these tables
Target sequence (Q9HBX9 whole entry, looked up): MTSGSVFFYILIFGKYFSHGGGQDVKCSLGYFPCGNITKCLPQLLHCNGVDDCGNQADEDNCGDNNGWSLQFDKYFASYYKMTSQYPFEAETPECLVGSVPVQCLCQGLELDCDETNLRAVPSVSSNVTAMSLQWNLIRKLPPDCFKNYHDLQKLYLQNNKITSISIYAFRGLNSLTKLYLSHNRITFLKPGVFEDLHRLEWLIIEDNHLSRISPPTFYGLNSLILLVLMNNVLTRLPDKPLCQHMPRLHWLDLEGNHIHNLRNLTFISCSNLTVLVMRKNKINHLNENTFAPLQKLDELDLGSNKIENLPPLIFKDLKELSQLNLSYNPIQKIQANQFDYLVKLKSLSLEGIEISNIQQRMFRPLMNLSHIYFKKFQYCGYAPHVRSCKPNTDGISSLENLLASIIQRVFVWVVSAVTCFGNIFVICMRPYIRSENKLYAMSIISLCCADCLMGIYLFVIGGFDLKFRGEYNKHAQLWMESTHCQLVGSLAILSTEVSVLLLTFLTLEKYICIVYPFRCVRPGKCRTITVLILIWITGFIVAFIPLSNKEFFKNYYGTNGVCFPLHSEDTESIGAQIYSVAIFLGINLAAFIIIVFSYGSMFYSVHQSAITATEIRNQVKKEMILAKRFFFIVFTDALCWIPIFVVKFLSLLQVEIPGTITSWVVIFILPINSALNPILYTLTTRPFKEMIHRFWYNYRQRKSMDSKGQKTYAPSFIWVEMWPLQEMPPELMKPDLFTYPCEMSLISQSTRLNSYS
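HEK293 cells stably expressing RXFP1, treated 30 min at 37C with compounds plus PDE4 inhibitor Ro 20174; cAMP measured by HTRF TR-FRET. Normalized to buffer and 29 nM porcine relaxin; EC50 by Hill fit.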
RXFP1 antagonist: RXFP1 (human) relaxin receptor antagonism; 350,000 tested, 0.59% active; HEK293-RXFP1, relaxin-stimulated cAMP HTRF, 30 min; hits give low values; activity change, negative = inhibition, % at 57.5 µM; Q9HBX9;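 active means activity change of -60% or lower, but not beyond a set lower limit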; further: on the % scale 0 is the no-effect control and ±100 the full control effect
D1 antag: human D1 dopamine receptor antagonism; AID 504652; HEK293 TREx D1 cells, calcium flux, dopamine EC80; hits give low values; 360,000 tested, 3.2% active; P21728; activity change, negative = inhibition, % at 10 µM; in the data active means activity change below about -30%; further: on the % scale 0 is the no-effect control and ±100 the full control effect
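After overnight tetracycline induction at 30 C, force-coupled D1 HEK293 cells took up a no-wash calcium dye at room temperature. Compounds were added and monitored 180 s, and the response to EC80 dopamine was then recorded.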
D1 PAM: human D1 dopamine receptor positive modulation; P21728; HEK293 TREx D1 cells, calcium flux, dopamine EC20 potentiation; potentiation, % at 10 µM; 360,000 tested, 0.036% active; AID 504651; in the data active means potentiation above about 30%; further: 0% is about no effect
D2 ag: agonists of human D2 dopamine receptor | activation, % at 2 µM | HEK293 T-REx D2 cells, calcium flux agonist mode | AID 485358 | 340,000 tested, 0.53% active | P14416;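 active means activation over 3 SD above normal in the single-dose calcium agonist read, cut at about 30% in these data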; further: 0% is about no effect
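In this primary screen, compounds producing a positive calcium signal within 180 s of addition to tetracycline-induced, force-coupled HEK293 Trex D2 cells are flagged; cells are dye-loaded with a no-wash calcium kit beforehand.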
* marks the source's active call; other numbers are inactive results; / = no result given; & = joins results of further samples. This is a subset, so the mix of outcomes need not match the whole.

1: CCC1c2ccc(C)n2CCN1C(=O)Nc1ccc(F)cc1 (stereo not drawn)
2: COc1ccc(S(=O)(=O)NC2CCCC2)cc1C(N)=O
3: CCCCCn1cc2c(c1-c1ccc(Br)cc1)c(=O)n(C)c(=O)n2C
4: COc1cccc(/C=C2\SC(=S)N(CC3CCCO3)C2=O)c1 (stereo not drawn)
5: CCOC(=O)c1c(NC(=S)N2CCN(C)CC2)sc(C)c1-c1ccccc1
6: Cc1nnc(SCC2=C(C(=O)O)N3C(=O)C(NC(=O)c4cccc(F)c4F)C3SC2)s1 (stereo not drawn)

screen / no.	1	2	3	4	5	6
D1 ag	6	3	1	5	5	2
TRHR PAM	-9	2	-6	-1	7	8
D2 antagonist	-8	-10	/	-1	3	-17
D2 PAM	19	2	1	19	1	6
RXFP1 ag	0.1%	1.1%	2.4%	-1.8%	0.5%	-0.6%
RXFP1 antagonist	-1	0	/	-10	-1	1
D1 antag	-7	4	2	7	24	-73*
D1 PAM	3	2	-2	-1	10	-9
D2 ag	0.6	-0.7	-0.2	0.7	0.1	0.1

7: OC(CN1CCCCCC1)CN(c1ccccc1)c1ccccc1 (stereo not drawn)
8: COc1ccc(OCCNC(=O)c2ccccc2OCC(=O)N2CCCCC2)cc1
9: Cc1ccc(S(=O)(=O)N2CCCC(C(=O)N(Cc3cccs3)C3CC3)C2)cc1 (stereo not drawn)
10: CC(C)(C)c1nc(CN2CCOCC2)cc(CN2CCOCC2)c1O
11: COc1cc(-c2csc(N3CCOCC3)n2)cc(OC)c1OC
12: CCOC(=O)C1=NN(c2ccccc2)C2(S1)SC(C(C)=O)=C(C)N2c1ccccc1 (stereo not drawn)

screen / no.	7	8	9	10	11	12
D1 ag	19	-1	12	1	0	0
TRHR PAM	20	-5	-4	10	4	2
D2 antagonist	-13	-24	-2	-21	15	-10
D2 PAM	-18	-2	-11	-8	6	4
RXFP1 ag	-1.5%	-0.1%	1.4%	0.1%	0.9%	1.3%
RXFP1 antagonist	1	-2	0	4	-14	-9
D1 antag	-18	7	-14	6	1	6
D1 PAM	-5	2	-7	1	5	-2
D2 ag	0.5	1.0	0.9	0.9	-0.2	-0.4

13: Cn1c(OCc2ccco2)nc2c1c(=O)n(Cc1ccc(Cl)c(Cl)c1)c(=O)n2C
14: CNC(=O)OCCSCCS(=O)(=O)c1ccc(Cl)cc1
15: Cc1nnsc1C(=O)Nc1ccc(S(=O)(=O)N2CCCC(C)C2)cc1 (stereo not drawn)
16: Cc1cccc(-c2nc3c(c(SCC(=O)N4CCOCC4)n2)CCCC3)c1
17: Cc1ccc(F)c(C2=CC(=O)C[C@H](c3ccc(F)cc3)C2)c1
18: CCOc1ccc(OCC(=O)Nc2cc3c(cc2C(=O)O)OCCCO3)cc1

screen / no.	13	14	15	16	17	18
D1 ag	-4	3	13	1	-1	0
TRHR PAM	-3	-3	-4	2	-2	5
D2 antagonist	-9	8	-1	-18	-1	-31
D2 PAM	-1	6	8	7	-6	0
RXFP1 ag	-0.1%	0.7%	2.3%	3.4%	0.1%	2.2%
RXFP1 antagonist	-4	-3	-18	-9	/	-3
D1 antag	13	0	-17	8	/	-5
D1 PAM	-4	-2	-5	-1	14	3
D2 ag	0.3	-1.1	1.3	-0.9	-1.0	0.0

19: CCn1c(=O)c(=O)[nH]c2cc(C(=O)Nc3ccc(S(=O)(=O)N4CCCC4)cc3)ccc21
20: O=C(NCc1ccccc1)C12CC3CC(CC(C3)C1)C2
21: CCc1cccc(C)c1NC(=O)CSc1nnc(N)s1
22: COc1ccccc1NC(=O)N1CCN(c2ccc3nnc(-c4ccc(F)cc4)n3n2)CC1
23: N/C(=N\OC(=O)/C=C/c1ccccc1)c1ccc(Cl)cc1
24: COc1cccc2c1OC1(C)CC2N(C(=O)c2ccco2)C(=S)N1c1ccc(F)cc1 (stereo not drawn)

screen / no.	19	20	21	22	23	24
D1 ag	1	1	-1	-1&2	3	2
TRHR PAM	-3	17	2	4&4	-4	0
D2 antagonist	23	0	/	4	7	-5
D2 PAM	-5	5	3	-1&6	-14	6
RXFP1 ag	2.5%	-0.8%	-0.8%	14%&6.6%	0.2%	3.5%
RXFP1 antagonist	-5	4	1	-4	-11	2
D1 antag	20	1	5	8&0	-13	-22
D1 PAM	1	1	0	-2&3	-2	0
D2 ag	-0.5	-0.7	-1.2	-0.1&0.8	-2.3	-0.9

25: Cc1ccc(OCC(=O)Nc2cc(C(C)(C)C)on2)cc1C
26: COc1ccccc1NC(=O)CCCCCN1C(=O)c2cccc3cccc(c23)C1=O
27: CCc1cc([N+](=O)[O-])cc(CC)c1N
28: COc1ccc(C2C(=O)N(C3CCC(C)CC3)CC(=O)N2C2CCCCC2)cc1OC (stereo not drawn)
29: Cc1sc(N)c(C(=O)c2ccccc2)c1C
30: COc1ccc(C2CC(=O)c3cc(-c4nc(-c5cccc([N+](=O)[O-])c5)cs4)c(=O)n(-c4ccc(F)cc4)c3C2)cc1 (stereo not drawn)

screen / no.	25	26	27	28	29	30
D1 ag	1	4	0	-5	0	0
TRHR PAM	1	0	-3	-8	10	15
D2 antagonist	-20	-14	-11	/	12	/
D2 PAM	2	0	-1	1	5	/
RXFP1 ag	0.3%	1.4%	0.6%	0.1%	-0.6%	0.8%
RXFP1 antagonist	-12	-18	-2	2	-14	-18
D1 antag	1	0	1	7	-14	1
D1 PAM	-6	0	3	4	2	0
D2 ag	-0.2	-0.3	-0.3	0.6	-0.3	1.0

31: COc1ccccc1CC(NC(C)=O)C(=O)NC1CCN(C(=O)Nc2ccc(F)cc2)CC1 (stereo not drawn)
32: N=c1c2c(-c3ccccc3)c(-c3ccccc3)n(Cc3ccccc3)c2ncn1CCCO
33: O=C(Cn1cc([N+](=O)[O-])cn1)Nc1ccn(Cc2c(F)c(F)c(F)c(F)c2F)n1
34: Cc1cccc(-c2cc(NC(=O)c3ccccc3C)n(-c3ccccc3)n2)c1
35: O=S(=O)(c1ccc2ccccc2c1)N1CCN(S(=O)(=O)N2CCCCC2)CC1
36: CCOC(=O)Cc1nnc2c(Nc3ccc(Cl)cc3)nc3nonc3n12

screen / no.	31	32	33	34	35	36
D1 ag	1	112*	3	3	2	11
TRHR PAM	5	9	-6	2	0	6
D2 antagonist	9	-4	14	/	0	10
D2 PAM	14	7	-2	2	2	12
RXFP1 ag	2.1%	-5.1%	-1.1%	1.8%	-0.9%	0.8%
RXFP1 antagonist	-12	6	-3	/	6	-14
D1 antag	3	-4	-1	5	-8	-14
D1 PAM	1	4	-2	5	-4	-1
D2 ag	0.4	-1.2	-0.2	-0.5	-1.4	0.6

Next section, starting with the last 2 of the part before.
35: O=S(=O)(c1ccc2ccccc2c1)N1CCN(S(=O)(=O)N2CCCCC2)CC1
36: CCOC(=O)Cc1nnc2c(Nc3ccc(Cl)cc3)nc3nonc3n12
37: CC(C)CNS(=O)(=O)c1ccc(S(=O)(=O)N2CCC3(CC2)OCCO3)cc1
38: CCOCCCN1CN(Cc2ccco2)CNC1=S
39: COC(=O)CN1C(=O)N/C(=C/c2ccc(C)o2)C1=O
40: COc1ccc(/C=C(/NC(=O)c2ccco2)C(=O)N2CCCCC2)cc1
41: COc1cccc(-c2cc(C(=O)N3CC4(C)CC3CC(C)(C)C4)no2)c1 (stereo not drawn)
42: O=C(C1CCCN1S(=O)(=O)c1cccc2cccnc12)N1CCc2ccccc2C1 (stereo not drawn)

screen / no.	35	36	37	38	39	40	41	42
D1 ag	2	11	12	4	5	1	16	3
TRHR PAM	0	6	-1	6	1	-5	7	-2
D2 antagonist	0	10	-2	3	-22	-8	-5	-2
D2 PAM	2	12	-1	/	15	-1	6	16
RXFP1 ag	-0.9%	0.8%	3.4%	-2.5%	-3.8%	0.1%	4.2%	-0.2%
RXFP1 antagonist	6	-14	-3	2	4	-10	-3	/
D1 antag	-8	-14	-4	13	-3	-3	-4	1
D1 PAM	-4	-1	-1	0	-2	-5	-4	/
D2 ag	-1.4	0.6	-2.3	-0.4	2.0	0.6	-0.2	0.5

43: c1ccc(CCCOCCC2CO2)cc1 (stereo not drawn)
44: O=C(Nc1nc2n(n1)C(c1ccc(F)cc1)C=C(c1ccccc1)N2)c1cccc([N+](=O)[O-])c1 (stereo not drawn)
45: Cc1cc(C)cc(NC(=O)Cc2c(C(=O)O)c(C)cn2C)c1
46: O=C(CSc1nnc(-c2ccc(F)cc2)o1)N1CCCCC1
47: CCOc1ccc2c(c1)c(=O)c(S(=O)(=O)c1ccc(C)cc1)cn2CC
48: CC(=O)/C(C[N+]1(C)CCCCC1)=N\O

screen / no.	43	44	45	46	47	48
D1 ag	-1	5	0	2	-1	1
TRHR PAM	3	-3	-1	6	11	1
D2 antagonist	5	/	/	-34	-2	44*
D2 PAM	-3	-3	-3	4	0	/
RXFP1 ag	1.8%	23%	1.5%	2.8%	1.1%	-0.4%
RXFP1 antagonist	/	-8	2	-26	-1	-8
D1 antag	-1	-10	-9	2	37	-4
D1 PAM	-2	1	4	-4	1	-1
D2 ag	0.5	1.2	0.6	-0.5	-0.7	-0.4

49: CCCSc1oc(-c2ccco2)nc1S(=O)(=O)c1ccc(Cl)cc1
50: COc1cccc(CN2CCNC(=O)C2CC(=O)NCC2CCOCC2)c1 (stereo not drawn)
51: O=C(O)c1cc(-c2cccc(Cl)c2)nc2nc(N3CCCCC3)sc12
52: C#CCOCCOCCOCCNc1nc(N2CCN(C(=O)Cn3cc(CCCCN)nn3)CC2)nc(N2CCN(C(=O)[C@H](CCCCN)n3cc(CCCC)nn3)CC2)n1
53: Cc1ccc(NC(=O)CSc2nnc3ccc(-c4cccnc4)nn23)cc1

screen / no.	49	50	51	52	53
D1 ag	16	4	4	5	0
TRHR PAM	-3	-5	-1	-2	15
D2 antagonist	/	20	5	-8	-4
D2 PAM	-6	1	-6	16	7
RXFP1 ag	-1.2%	1.9%	7.7%	-2.0%	14%
RXFP1 antagonist	-25	-8	28	/	-13
D1 antag	0	2	11	-6	10
D1 PAM	1	-1	2	0	2
D2 ag	1.1	1.1	-0.4	-0.2	0.1

By substructure: the compounds so far containing an aryl thioether with sulfur outside any ring (6)
6: Cc1nnc(SCC2=C(C(=O)O)N3C(=O)C(NC(=O)c4cccc(F)c4F)C3SC2)s1 (stereo not drawn)
16: Cc1cccc(-c2nc3c(c(SCC(=O)N4CCOCC4)n2)CCCC3)c1
21: CCc1cccc(C)c1NC(=O)CSc1nnc(N)s1
46: O=C(CSc1nnc(-c2ccc(F)cc2)o1)N1CCCCC1
49: CCCSc1oc(-c2ccco2)nc1S(=O)(=O)c1ccc(Cl)cc1
53: Cc1ccc(NC(=O)CSc2nnc3ccc(-c4cccnc4)nn23)cc1

screen / no.	6	16	21	46	49	53
D1 ag	2	1	-1	2	16	0
TRHR PAM	8	2	2	6	-3	15
D2 antagonist	-17	-18	/	-34	/	-4
D2 PAM	6	7	3	4	-6	7
RXFP1 ag	-0.6%	3.4%	-0.8%	2.8%	-1.2%	14%
RXFP1 antagonist	1	-9	1	-26	-25	-13
D1 antag	-73*	8	5	2	0	10
D1 PAM	-9	-1	0	-4	1	2
D2 ag	0.1	-0.9	-1.2	-0.5	1.1	0.1

Screening data deposited in PubChem BioAssay by National Center for Advancing Translational Sciences (NCATS).
